From PubChem
XiGFP reactiv = activators of inactive X chromosome reactivation, primary screen, imaging, XiGFP fibroblasts, GFP high-content imaging, set 2; activation, % at 7.58 µM; XiGFP mouse fibroblasts, % GFP-positive cells imaging, 3 d; cells co-treated with 5-aza-dC sensitizer; scaled so ellipticine positive control = 100%; AID 743238, 2013; hit rate 0.055% among 360,000;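 active = mean normalized replicate activation at least 10% and every replicate at or above 10%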;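 note: 0% = median of on-plate neutral control wells and 100% = ellipticine 6 µM median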
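System: SV40-immortalized XiGFP fibroblast cells, line 68-5-11 / Incubation: 3-day compound exposure, then 15 min fixation at room temperature / Compound: single concentration per compound, delivered by pin transfer / Buffer or medium: DMEM plus 5-aza-dC sensitizer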
DENV2 CPE rescue = inhibitors of DENV2 cytopathic effect, primary screen, cell-based, plate reader, single concentration; CPE inhibition, % at 9.99 µM; DENV2-infected cells, cytopathic effect rescue; hit rate 1.7% among 350,000; in the data active = CPE inhibition above about 20%, passing the limit was not always enough; tested in BHK-21 cells;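 note: 0% = median of neutral control wells and 100% = median of positive control wells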
GSIS activator = GLuc luminescence reporter in INS-1E cells, primary screen for activators of glucose-dependent secretion of insulin; INS-1E GLuc reporter insulin secretion, 2-3 h; activation, % at 16.6 µM; hit rate 0.61% among 370,000; AID 743287, 2014;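 active = lowest replicate activation of at least 40%, so every replicate reaches that level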;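 note: 0% = median of neutral control wells and 100% = median of IBMX positive control wells; some compounds called inactive have numbers as strong as hits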
CASP6 VEID inh = human caspase-6 inhibitors, primary screen, biochemical, VEID-R110 fluorescence, single point, set 2; purified caspase-6, Z-VEID-R110 cleavage fluorescence; inhibition, % at 12.5 µM; hit rate 0.53% among 350,000;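 active = mean inhibition across replicates at least about 35%, with every replicate also reaching that limit, limit read from the data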;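 note: 0% = median of neutral control wells and 100% = no fluorescence left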
Target sequence (P55212 24-179 limits assumed): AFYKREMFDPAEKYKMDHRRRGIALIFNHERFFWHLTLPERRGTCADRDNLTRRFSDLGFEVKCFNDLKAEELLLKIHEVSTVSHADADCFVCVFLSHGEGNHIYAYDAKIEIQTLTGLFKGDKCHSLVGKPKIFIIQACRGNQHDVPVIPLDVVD
Target sequence (P55212 194-293 limits assumed): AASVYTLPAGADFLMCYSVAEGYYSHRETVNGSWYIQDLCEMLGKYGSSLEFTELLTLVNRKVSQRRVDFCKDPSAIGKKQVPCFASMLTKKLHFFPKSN
RAD52 inh = RAD52 DNA annealing inhibitors, primary screen, biochemical, FRET, single point, set 2; recombinant RAD52 DNA annealing, FRET fluorescence; inhibition, % at 18.7 µM; hit rate 0.46% among 360,000;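 active = every replicate showing at least 50% inhibition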
Target sequence (P43351 whole entry, looked up): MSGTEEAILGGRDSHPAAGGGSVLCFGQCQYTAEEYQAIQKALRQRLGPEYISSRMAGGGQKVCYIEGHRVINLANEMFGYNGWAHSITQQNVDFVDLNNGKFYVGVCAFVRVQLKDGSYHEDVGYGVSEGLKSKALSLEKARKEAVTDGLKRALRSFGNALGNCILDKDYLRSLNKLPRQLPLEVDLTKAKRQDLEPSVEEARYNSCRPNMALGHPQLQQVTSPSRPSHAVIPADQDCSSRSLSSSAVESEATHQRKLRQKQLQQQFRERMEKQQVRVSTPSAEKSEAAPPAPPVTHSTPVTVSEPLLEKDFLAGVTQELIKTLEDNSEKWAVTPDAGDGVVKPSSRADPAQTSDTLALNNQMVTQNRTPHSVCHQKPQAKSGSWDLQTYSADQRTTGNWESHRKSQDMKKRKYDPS
E-selectin induc = E-selectin induction in HUVECs, primary screen, imaging, HUVEC, immunofluorescence imaging, single point; P16581; normalized: neutral wells 0, TNF-alpha wells 100; activation, % at 7.58 µM; hit rate 0.37% among 260,000;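 active = mean E-selectin-positive cell signal at least 10% of the positive control, reached in at least 60% of replicates, without over 20% cell loss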;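 note: in these data hits start at about 27%; measured in HUVEC primary endothelial cells; signal is the percent of cells scored E-selectin positive by PE staining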
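Material: HUVEC primary endothelial cells; Amount: 3,000 cells per well; Dosing: single concentration; Medium: EGM-2 growth medium on 0.1% gelatin-coated wells; Read-out basis: percent E-selectin-positive cells; Signal: immunofluorescence imaging; Control set: TNF-alpha, DMSO.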
RAD54 inh = inhibitors of human RAD54 branch migration, primary screen, biochemical, fluorescence, single point | AID 602329, 2012 | inhibition, % at 10.4 µM | hit rate 0.14% among 360,000 | RAD54 Holliday junction branch migration, FAM/BHQ fluorescence;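 active = mean normalized replicate activity at least 40 and at least half of replicates scoring 40 or more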;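 note: 0% = median of neutral control wells and 100% = median of positive control wells; inhibitors cause a drop in the FAM fluorescence signal; in these data hits start at about 50%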
F508del corr = F508del CFTR correction, initial screen, CFBE line, single point | activity (quench increase), % at 7.58 µM | hit rate 0.36% among 350,000 | AID 720511, 2013 | CFBE cells, YFP halide quenching; stimulated with forskolin plus potentiator P3; % fluorescence drop versus neutral controls;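 active = mean added fluorescence quench of at least 8% versus neutral control, with both replicates also reaching 8%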;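 note: cells transiently co-express mutant CFTR-F508del with the halide-sensitive YFP; corrector assay measuring rescue of mutant channel to the surface after 24 h compound exposure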
* = called active by the depositor; nt = not tested or not shown. Compounds were not picked by outcome, and some 3.7% of all compounds hit somewhere here.

SMILES | XiGFP reactiv | DENV2 CPE rescue | GSIS activator | CASP6 VEID inh | RAD52 inh | E-selectin induc | RAD54 inh | F508del corr
O=C(NCc1ccccc1)c1cc(C2CCCN(S(=O)(=O)c3cccs3)C2)on1 (centres undefined) | 0.0 | -3.7 | nt | -3.8 | -2.7 | 0.2 | -3.4 | 0.8
CC(C)c1nc(SCC(=O)N2c3ccccc3CC2C)c2ccccc2n1 (centres undefined) | nt | -2.9 | -6.7 | 2.0 | -13.5 | nt | nt | -3.1
O=C(Nc1ccc(COc2ccccc2)cc1)c1cccc([N+](=O)[O-])c1 | -0.1 | 2.5 | 7.6 | 0.9 | -8.4 | nt | nt | -3.2
COc1ccc(Cl)cc1CSc1ncn[nH]1 | 0.0 | 14.7 | nt | 1.9 | -8.0 | nt | 4.8 | -3.2
CCC(C)NC(=O)CSc1n[nH]c(=O)n1CCc1ccccc1 (centres undefined) | 0.5 | 2.2 | -16.4 | 3.3 | -1.0 | nt | -7.0 | 0.9
CCOC(=O)C1=CCN(S(=O)(=O)c2ccc(Br)cc2)C1c1cccc(C)c1 (centres undefined) | 0.0 | -3.4 | -42.2 | -2.3 | -13.5 | -0.4 | -1.5 | -2.6
C[C@@H]1CN([C@@H](C)CO)C(=O)c2c(c3ccccc3n2C)-c2ccccc2CO[C@@H]1CN(C)Cc1ccc(-c2ccccc2)cc1 | 0.0 | 8.0 | 22.4 | 2.2 | 1.0 | -0.8 | nt | -3.0
CO[C@@H]1CN(C)C(=O)c2ccc(NC(=O)C3CC3)cc2OC[C@@H](C)N(C(=O)Nc2ccc(C(F)(F)F)cc2)C[C@H]1C | -0.1 | 1.3 | -29.7 | 5.3 | -6.4 | -0.1 | 1.6 | -1.7
O=C(c1ccc([N+](=O)[O-])cc1Cl)N1CCN(c2ccccn2)CC1 | -0.1 | 0.0 | 10.3 | 0.1 | -2.8 | 0.1 | nt | -15.4
CCC(=O)N1C[C@H](C)[C@H](OC)CN(C)C(=O)c2cc(NS(=O)(=O)CC)ccc2OC[C@@H]1C | 0.0 | 0.9 | 4.5 | 2.0 | 4.5 | 0.2 | -4.4 | 0.3

Of the compounds above, these contain a Cl atom:
SMILES | XiGFP reactiv | DENV2 CPE rescue | GSIS activator | CASP6 VEID inh | RAD52 inh | E-selectin induc | RAD54 inh | F508del corr
COc1ccc(Cl)cc1CSc1ncn[nH]1 | 0.0 | 14.7 | nt | 1.9 | -8.0 | nt | 4.8 | -3.2
O=C(c1ccc([N+](=O)[O-])cc1Cl)N1CCN(c2ccccn2)CC1 | -0.1 | 0.0 | 10.3 | 0.1 | -2.8 | 0.1 | nt | -15.4

The list continues:
SMILES | XiGFP reactiv | DENV2 CPE rescue | GSIS activator | CASP6 VEID inh | RAD52 inh | E-selectin induc | RAD54 inh | F508del corr
COc1ccc2oc(=O)c(/C(C)=N/NC(=O)c3ccncc3)cc2c1 | 0.1 | 9.4 | -1.5 | -2.5 | -32.0 | nt | 1.4 | nt
O=C(CN1C(=O)NC2(CCc3ccccc32)C1=O)Nc1cccc(F)c1 (centres undefined) | 0.0 | -0.5 | -24.4 | -0.7 | -3.6 | -1.6 | -5.4 | 2.2
COc1ccc(OCCCC(=O)Nc2ccc(N3CCOCC3)cc2)cc1 | 0.0 | -16.1 | 5.9 | -0.5 | -8.5 | 3.8 | -2.3 | 3.2
COc1ccc(S(=O)(=O)Nc2ccc3c(c2)CC(=O)N([C@@H](C)CO)C[C@H](C)[C@@H](CN(C)Cc2ccc(Oc4ccccc4)cc2)O3)cc1 | -0.8 | 12.2 | -5.9 | nt | 16.1 | 1.4 | -0.1 | 0.6
Cc1ccc(F)cc1NC(=O)CN1CCN(Cc2ccccc2)CC1 | 0.0 | 2.1 | 17.7 | nt | -8.3 | 0.0 | nt | -1.0
O=c1c(Br)ccc(Br)cc1Br | 5.1 | -0.7 | -4.5 | 25.9 | 13.1 | -0.2 | -1.7 | -3.0
Cc1noc(C)c1NC(=O)N(C)C[C@H]1Oc2ccc(NC(=O)C3CC3)cc2CC(=O)N([C@H](C)CO)C[C@H]1C | 0.3 | 4.6 | 13.3 | nt | 6.4 | -0.1 | -4.2 | -3.0
COc1ccc(-c2cn(CC[C@@H]3CC[C@H](NS(=O)(=O)c4ccccc4C)[C@H](CO)O3)nn2)cc1 | -0.6 | -1.8 | -8.7 | 0.4 | 4.6 | -0.5 | 0.5 | 3.0
O=C(Nc1cccc(C(=O)N2CCN(c3cccc(Cl)c3)CC2)c1)c1ccccc1 | 0.2 | 0.9 | -5.1 | 1.0 | -22.1 | nt | nt | -0.3
O=C(Nc1nnc(C2=COCCO2)o1)c1ccc(S(=O)(=O)N2CCCC2)cc1 | 0.1 | -4.7 | 11.3 | 3.5 | -16.6 | -0.9 | nt | -0.3
COCC(C)NCc1cccc([N+](=O)[O-])c1 (centres undefined) | nt | -1.2 | -1.2 | -1.0 | 7.8 | nt | 10.2 | -0.1
C[C@@H]1CN([C@@H](C)CO)C(=O)c2cc(NC(=O)Cn3cnnn3)ccc2O[C@H]1CN(C)C(=O)Nc1ccccc1 | -0.8 | 3.8 | 13.9 | 0.9 | -19.6 | -0.3 | 7.1 | 0.4
CCOc1ccccc1OCCCCOc1ccccc1F | -0.3 | 4.1 | nt | 16.4 | -7.2 | 0.3 | -9.2 | nt
N#C[C@@H]1[C@H](c2ccccc2-c2ccc(F)cc2)[C@H](CO)N1C(=O)NC1CCCC1 | 0.3 | -6.3 | -11.8 | -3.1 | -1.9 | 0.3 | nt | -0.8
CC(=O)Nc1ccc(NC(=O)c2ccc(COc3ccc(C)cc3)o2)cc1 | 0.0 | -1.2 | 0.9 | -0.9 | -6.3 | 0.0 | 0.5 | 2.4
O=C(NCC(=O)N1CCCC(C(F)(F)F)C1)c1ccccc1F (centres undefined) | 0.3 | -6.5 | 17.6 | 1.2 | -1.6 | nt | 7.0 | -2.4
CCOc1ccc(S(=O)(=O)Nc2ccc(C(=O)NCc3ccncc3)cc2)cc1 | 0.0 | 12.4 | -3.3 | 0.1 | -17.7 | 1.5 | -3.9 | -1.9
CCN(CC)CCNC(=O)c1ccc(NC(=O)/C=C/c2cc(OC)c(OC)c(OC)c2)cc1 | -0.1 | -1.3 | 0.8 | -13.5 | 23.6 | 0.0 | 62.2* | nt
COc1ccc(S(=O)(=O)N(C)C[C@H]2OCCCC[C@H](C)Oc3ccc(NC(=O)NC4CCCCC4)cc3C(=O)N([C@H](C)CO)C[C@H]2C)cc1 | 0.0 | -8.1 | -10.2 | -2.6 | -28.2 | nt | -0.1 | -0.1
COc1ccc(Nc2nc(NN)nc(Nc3ccc(OC)cc3)n2)cc1 | 0.0 | -4.6 | 5.8 | -1.1 | -12.0 | nt | 10.4 | 0.4
CCOc1ccc(S(=O)(=O)NCCC(=O)Nc2ncccc2C)cc1 | 0.0 | 3.3 | 9.6 | 6.8 | -5.1 | 0.6 | -3.9 | -3.4
CCOC(=O)N1CCC(N2Cc3cccc(C(=O)Nc4ccc(S(=O)(=O)N(CC)CC)cc4)c3C2=O)CC1 | -0.1 | -0.2 | 7.0 | -1.2 | -5.6 | 0.4 | 1.0 | -0.4
O=C1c2ccccc2C(=O)N1CCn1c(=O)oc2ccccc21 | nt | 9.6 | 2.4 | -1.6 | -9.7 | nt | -1.9 | -3.2
O=C(Nc1ccnn1C1CCN(C/C=C/c2ccccc2)CC1)c1ccccc1 | -0.1 | 2.0 | 3.5 | 1.6 | -7.7 | 0.0 | -7.4 | -1.2
CCC(C)C(NC(=O)CCC(=O)OCC(=O)[C@@]1(O)CCC2[C@@H]3CCC4=CC(=O)C=C[C@]4(C)C3[C@@H](O)C[C@@]21C)C(=O)O (some centres undefined) | 0.0 | 5.0 | -21.9 | -1.6 | -5.7 | nt | -13.6 | 7.4
CC(C)NC(=O)N(C)C[C@@H]1OCc2cnnn2CCCC(=O)N([C@@H](C)CO)C[C@@H]1C | -0.1 | 6.6 | -1.5 | -1.1 | 15.8 | 0.6 | 0.9 | -0.9
CCCn1nc(C(=O)Oc2ccc3c(C)cc(=O)oc3c2)c2ccccc2c1=O | 0.1 | 0.4 | 27.4 | 4.2 | -8.0 | 0.2 | 9.8 | nt
C[C@H](NC(=O)c1nc[nH]c1C(=O)N[C@@H](Cc1ccccc1)C(=O)OCc1ccccc1)C(=O)OC(C)(C)C | 0.0 | 5.5 | 4.0 | 0.1 | -4.4 | 0.0 | -13.1 | -5.9
O=C(NC1CCCC1)N1CCCCN2[C@H](CO)[C@H](c3ccc(-c4ccccc4)cc3)[C@@H]2C1 | 0.3 | 8.7 | -22.4 | 0.8 | -14.9 | -0.1 | -6.7 | -0.2
Cc1ccc(Nc2nc(-c3sc(C)nc3C)cs2)cc1 | 0.5 | -8.8 | 14.4 | -2.7 | -1.4 | 3.0 | -7.8 | 18.7*
CC(=O)N1CCCCN2[C@H](C1)[C@H](c1ccc(-c3ccncc3)cc1)[C@@H]2CO | 0.4 | 1.7 | 17.9 | -0.1 | -5.0 | 0.9 | -0.2 | 1.3
CCOC(=O)CNC(=O)c1ccc2[nH]c3c(c2c1)CCCC3 | nt | -6.1 | 4.4 | 1.5 | -24.9 | nt | 6.2 | -0.4
COc1ccc(/C=C2\SC(=S)N(CCC(=O)Nc3cccc(C(=O)O)c3)C2=O)cc1 | 0.0 | -0.9 | 10.4 | 1.9 | -13.3 | nt | -5.2 | 1.7
Cc1c(Cc2c(C)n(C)n(-c3ccccc3)c2=O)c(=O)n(-c2ccccc2)n1C | 0.2 | nt | 10.0 | nt | nt | 0.1 | 14.3 | nt
Cn1cc(CCNC(=O)CCc2nnc(CCCCc3ccccc3)o2)cn1 | 0.4 | -1.3 | -0.4 | -4.0 | -5.3 | nt | nt | 0.3
COc1cc(CN2CCc3ccccc3C2)cc([N+](=O)[O-])c1O | 0.1 | 2.1 | 11.0 | 47.4* | 0.8 | nt | 4.6 | 1.2
CCOC(=O)C1(CCc2ccccc2)CCN(C(=O)c2occc2C)CC1 | 0.0 | -4.2 | -42.2 | 2.8 | -7.3 | nt | nt | nt
CCCC#Cc1ccc([C@@H]2[C@@H](CO)N3C(=O)CN(S(=O)(=O)c4ccccc4C)C[C@H]23)cc1 | 0.0 | -4.4 | -3.6 | 1.9 | -14.8 | 0.6 | nt | 1.2
S=c1[nH]nc(Cc2noc3ccccc23)n1-c1ccc(Cl)cc1 | 0.5 | -1.8 | -0.4 | 2.6 | -1.3 | -0.1 | nt | 0.6
Cc1cc(C)nc(NS(=O)(=O)c2ccc(NC(=O)CSc3nc(-c4ccccc4)c(C#N)c(=O)[nH]3)cc2)n1 | 0.2 | 3.2 | 17.4 | 1.9 | -29.6 | nt | nt | 0.6
CCCNC(=O)C[C@@H]1CC[C@@H]2[C@@H](COc3ccc(NC(=O)NCC)cc3C(=O)N2C)O1 | 0.3 | 0.0 | -3.0 | -1.2 | -6.5 | 0.0 | 2.9 | -2.1
Cc1ccc(C(=O)NCCc2csc(-c3cccnc3)n2)cc1 | 0.2 | -2.1 | 19.5 | 2.7 | -16.6 | 0.4 | 6.1 | -4.4
CCCC(=O)Nc1ccc(S(=O)(=O)Nc2cc(OC)nc(OC)n2)cc1 | 0.4 | -3.1 | 7.4 | 0.4 | -12.6 | 0.9 | 0.0 | -0.2
